# FUS suppressor: rescues growth of FUS-expressing yeast | S. cerevisiae FUS-expressing, growth rescue, OD600, 24 h | 390,000 tested, 0.24% active | Potency, µM (highest dose often 76.6 µM), for inactives: at the top dose growth rescue (activation), hits mostly activators;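 note: potency is the fitted concentration of half-maximal effect; plate controls were DMSO vehicle for no effect and reference control for full effect; nearly all actives have a fitted effect of over 55% in size; some results filed as inactive show a strong effect at the top dose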
#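 Compound concentration series was pinned onto galactose-induced FUS-expressing yeast seeded at OD 0.005. Plates sat 24hr at 30C; absorbance at 600 nm gave growth. DMSO served as background control.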
# TDP43 rescue: inhibitors of TDP-43 toxicity in yeast; Potency, µM (doses to about 46.1 µM), for the others: at the highest dose growth rescue (activation), usual class: activators; TDP-43 expressing yeast growth rescue, BacTiter-Glo, 24 h; AID 652104; 410,000 tested, 1.8% active; note: potency is the fitted concentration of half-maximal effect; % of control where 0% means no effect; nearly all actives have a fitted effect of over 50% in size
#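 Readout is BacTiter-Glo luminescence of cell growth, so inhibitors register as activators. TDP-43-expressing yeast at OD600=0.02 in galactose medium, after raffinose pregrowth to mid-log, were incubated with compound for 24 hr at 30 deg C.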
# PTHR1 ag: activates the human parathyroid hormone receptor PTHR1 | HEK293 GP2 PTHR1 cells, GloSensor cAMP luminescence, 1 h | Potency, µM (highest dose often 115 µM), for inactives: at the top dose activation, hits mostly activators | 410,000 tested, 0.075% active | Q03431; note: potency is the fitted concentration of half-maximal effect; nearly all actives have a fitted effect of over 55% in size; some results filed as inactive show a strong effect at the top dose; inactives centre near -15; many of its hits are not listed in these tables
# Target sequence (Q03431 whole entry, looked up): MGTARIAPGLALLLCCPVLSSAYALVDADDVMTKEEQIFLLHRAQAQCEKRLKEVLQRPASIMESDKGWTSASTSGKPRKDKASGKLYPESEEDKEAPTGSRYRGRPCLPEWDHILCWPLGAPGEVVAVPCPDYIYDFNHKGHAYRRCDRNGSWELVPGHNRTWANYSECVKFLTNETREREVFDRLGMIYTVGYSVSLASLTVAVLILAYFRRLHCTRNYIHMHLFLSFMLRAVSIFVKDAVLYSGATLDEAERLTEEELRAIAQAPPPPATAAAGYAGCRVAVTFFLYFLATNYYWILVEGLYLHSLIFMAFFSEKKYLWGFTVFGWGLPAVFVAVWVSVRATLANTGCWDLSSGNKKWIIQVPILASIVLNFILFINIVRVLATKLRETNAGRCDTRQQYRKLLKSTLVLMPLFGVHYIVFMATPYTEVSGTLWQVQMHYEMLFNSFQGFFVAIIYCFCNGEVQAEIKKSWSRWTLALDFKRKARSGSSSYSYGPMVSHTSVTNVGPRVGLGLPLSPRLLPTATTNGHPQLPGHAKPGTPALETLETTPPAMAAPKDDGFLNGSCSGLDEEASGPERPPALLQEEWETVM
#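 HEK-293-derived GP2 cells expressing PTHR1 and a GloSensor cAMP reporter, 3,000/well, plated overnight, given luciferin plus IBMX (each 0.5 mM as added) for 1 h at 37 °C, then compound for 1 h at 37 °C. Luminescence was read after 15 min at room temperature.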
# GLP-1R agonist: activates the human GLP-1 receptor; HEK293 GLP-1R CRE-luciferase, luminescence, 4-6 h; cells express a hypersensitive GLP-1R form; 380,000 tested, 0.007% active; P43220; AID 624172; Potency, µM (titrated, usually from 45.6 µM), without a hit: at the top dose activation, usual class: activators; note: potency is the fitted concentration of half-maximal effect; % of control where 0% means no effect
# Target sequence (P43220 whole entry, looked up): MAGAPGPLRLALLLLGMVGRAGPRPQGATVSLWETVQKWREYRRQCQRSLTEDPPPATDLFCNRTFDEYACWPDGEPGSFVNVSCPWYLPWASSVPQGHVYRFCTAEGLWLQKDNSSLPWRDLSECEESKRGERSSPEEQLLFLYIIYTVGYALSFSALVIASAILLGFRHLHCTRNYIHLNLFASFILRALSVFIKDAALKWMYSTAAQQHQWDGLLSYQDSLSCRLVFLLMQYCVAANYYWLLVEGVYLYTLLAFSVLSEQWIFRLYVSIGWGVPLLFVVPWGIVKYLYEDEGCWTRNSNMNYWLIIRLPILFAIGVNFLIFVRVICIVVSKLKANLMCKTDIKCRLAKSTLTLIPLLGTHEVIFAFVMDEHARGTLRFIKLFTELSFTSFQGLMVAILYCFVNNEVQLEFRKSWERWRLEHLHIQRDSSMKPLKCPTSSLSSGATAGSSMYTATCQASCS
# GLP1R inv ag: GLP-1 receptor (human) inverse agonism; HEK293 GLP-1R CRE-luciferase, luminescence, 24 h; GLP-1R form is constitutively active; 410,000 tested, 1.6% active; Potency, µM (doses to about 38.3 µM), inactives show at the highest dose activity change, negative = inhibition, hits mostly inhibitors; AID 624417; note: potency is the fitted concentration of half-maximal effect; % is set by controls: 0 for no effect and ±100 for the full control effect; nearly all actives have a fitted effect of over 55% in size
#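 HEK293 cells stably co-expressing constitutively active GLP-1R and a cAMP-responsive luciferase reporter were seeded in DMEM with 10% Nu serum, given compounds after 12 h, and incubated 24 h at 37 deg C. Luminescence was then read.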
# D3 antag: antagonists of human D3 dopamine receptor | 360,000 tested, 2.5% active | D3R cells, DiscoveRx beta-arrestin luminescence, antagonist mode; stronger effect = lower value | AID 652054 | max response, negative = inhibition, %; in the data active = max response below about -50%; inconclusive = no clear call, values can overlap the other calls; note: % is set by controls: 0 for no effect and ±100 for the full control effect; mostly tested at two doses, the higher about 12 µM
#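 Cells plated overnight at 1500 cells/well, then exposed to library compounds with dopamine controls for 90 minutes at 37 degrees C. DiscoveRx reagent added for 30–60 minutes at room temperature; luminescence read, quantitative HTS format.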
# Abeta yeast res: restores growth of yeast expressing A-beta42 peptide. AID 1347071. Potency, µM (highest dose often 46.1 µM), for the others: at the top dose growth rescue, actives largely listed as activators. yeast expressing A-beta42, growth rescue, OD600, 48 h; response scale: 0% DMSO, 100% iron-clioquinol control. 410,000 tested, 0.063% active; note: potency is the fitted concentration of half-maximal effect; nearly all actives have a fitted effect of over 55% in size
#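 Yeast A-beta toxicity model in growth medium with pinned compounds, 48 h at 30 C; growth read as absorbance at 600 nm. Normalized to FeCl3/clioquinol equimolar mix (positive) and DMSO (negative).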
# aSyn yeast inh: rescues yeast growth from alpha-synuclein toxicity. Potency, µM (doses to about 46.1 µM), without a hit: at the top dose growth rescue (activation), usual class: activators. 370,000 tested, 0.14% active. AID 652106. Yeast expressing alpha-synuclein, growth rescue, BacTiter-Glo, 24 h; note: potency is the fitted concentration of half-maximal effect; % of control where 0% means no effect; nearly all actives have a fitted effect of over 65% in size
#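 Galactose-induced alpha-syn yeast (OD600=0.02, raffinose-pregrown) + pinned cpd, 24 hr, 30 deg C; growth by BacTiter-Glo luminescence. Growth restoration scores as activation.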
# Akt phos inh: Akt phosphorylation inhibition | Neuro2A IGF-stimulated pAkt S473 HTRF, 20 min; stronger effect = lower value | 360,000 tested, 0.32% active | activity change, % for hits at 50 µM; in the data active = activity change below about -80%; inconclusive = mostly about -51% to -80%; note: % is set by controls: 0 for no effect and ±100 for the full control effect
#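 Single-point screen (50 µM final compound) in Neuro2A cells stimulated 20 min with 6 nM IGF at 37 deg C. After lysis, Ser473-phosphorylated Akt read by HTRF (ex 330 nm, em 615/665 nm) as the 665/615 ratio.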
# * = called active by the depositor; i = inactive; ? = inconclusive; / = not tested or not shown; [ ] = another dose, or the depositor's remark. Unless noted, calls come from the whole dose curve; as a rule, active = well fitted curve in the direction sought with a large enough effect; inconclusive = small, poorly fitted or top-dose-only effect, or another doubt; inactive = no such curve, though single readings can be large; an effect the other way counts as inactive or inconclusive. A portion of the library; rates above refer to the full screens.
Molecule	FUS suppressor	TDP43 rescue	PTHR1 ag	GLP-1R agonist	GLP1R inv ag	D3 antag	Abeta yeast res	aSyn yeast inh	Akt phos inh
Cc1ccc(Cn2c(=N)n(CC(O)COc3ccccc3)c3ccccc32)cc1 (configuration not stated)	/	9%	-42%[inhibitor]	-12%	?	-4	8%	1%	i
COc1ccc(C(=O)NCC(c2ccco2)N2CCc3ccccc32)c(OC)c1 (configuration not stated)	30%	-5%	-5%	17%	8.9µM*	7	-8%	8%	i
CCc1ccc(CNC(=O)CCSCc2ccccc2F)cc1	21%	?	-23%	/	-14%	/	?	/	/
Cc1ccc(-c2cc(Cc3cccs3)c(=O)[nH]n2)cc1	5%	-33%[inhibitor]	i	23%	5%	-11	-23%	5%	i
Cc1cccc(NC(=S)NCC2CCCO2)c1 (configuration not stated)	-9%	7%	i	-1%	-3%	6	27%	-7%	i
O=c1ccnc(SCn2nnc3ccccc3c2=O)[nH]1	12%	-19%	i	-10%	15%	16	2%	-3%	i
COC(=O)c1ccccc1Oc1nc(Cl)cc(OC)n1	/	1%	9%	-3%	5%	2	-24%	-6%	i
O=C(Nc1ccc2c(c1)OCO2)N1CCCc2ccccc21	-6%	30%	i	23%	-11%	3	3%	-1%	i
CCOC(=O)CSc1nc2ccc(NC(=O)CSc3nnnn3Cc3ccccc3)cc2s1	43%	-8%	-35%	-1%	7%	-21	11%	-17%	i
CCC(=O)Nc1ccc(OCc2nc3ccccc3s2)cc1	1%	8%	-23%	-2%	-12%	0	-10%	-16%	i
CCN(CC)CCCNC(=O)COc1ccc2oc3c(c2c1)CCCC3	-17%	8%	i	-4%	?	-3	-11%	4%	i
Cc1cccc(NS(=O)(=O)c2cccc3cccnc23)n1	-23%	23%	i	-1%	10%	0	5%	3%	i
O=C1CC(N2CCC(Cc3ccccc3)CC2)C(=O)N1CCc1ccccc1 (configuration not stated)	3%	-5%	-93%[inhibitor]	25%	?	11	-28%	-10%	i
CCOC(=O)C1CCCN(Cc2nc(N)nc(Nc3ccc(C)cc3)n2)C1 (configuration not stated)	?	-7%	-10%	-1%	0%	?	-5%	2%	i
Cc1cccc(NC(=O)c2ccc(-n3cnc4cccnc43)cc2)c1C	1%	?	-11%	0%	?	/	-20%	-13%	/
O=C(CSc1ccc2nc(-c3ccccc3)cn2n1)Nc1cccc(F)c1	-10%	0%[9.22 µM]	i	/	-5%	/	14%	/	/
O=C(NCC(c1ccco1)S(=O)(=O)c1cccs1)c1ccccc1 (configuration not stated)	-1%	0%	i	/	4%	/	-10%	/	/
N=C1/C(=C/c2cccs2)C(=O)N=C2SN=C(SCc3ccccc3)N12	?	-29%	-89%[inhibitor][57.5 µM]	-7%	0%	-1	4%	1%	i
CC(C)n1c(C(=O)OCC(=O)NCc2ccc3c(c2)OCO3)cc2sccc21	21%	?	i	12%	0%	-5	-26%	12%	i
Cn1cc2cccc([N+](=O)[O-])c2n1	-5%	-10%[0.397 µM]	-22%	0%	7%	12	-5%	1%	i
CCOC(=O)c1sc(NC(=O)C(C)Sc2nc(-c3ccccc3)cc(C(F)(F)F)n2)c(C(=O)OC)c1C (configuration not stated)	-14%	-32%[inhibitor]	-3%	-2%	1%	/	-12%	/	/
O=C(O)C1CCN(C(=O)c2ccccc2C(=O)N2CCC(C(=O)O)CC2)CC1	-7%	9%	-3%[57.5 µM]	-2%	-15%	9	8%	3%	i
Cc1ccccc1-n1c(=O)n(Cc2ccco2)c(=O)c2[nH]cnc21	-9%	4%	-2%	22%	53%[activator]	-27	5%	-4%	i
Nc1nc(SCC(=O)NC2CCCCC2)[nH]c(=O)c1-c1ccccc1	40%	-2%	i	8%	17%	-20	4%	-6%	i
O=C(CC1CCCC1)Nc1nnc(C2CC2)s1	-6%	0%	-40%[inhibitor]	-6%	0%	18	25%	7%	i

# Other records:
Molecule	FUS suppressor	TDP43 rescue	PTHR1 ag	GLP-1R agonist	GLP1R inv ag	D3 antag	Abeta yeast res	aSyn yeast inh	Akt phos inh
c1ccc(OCc2nn3c(-c4n[nH]c5c4CCC5)nnc3s2)cc1	9%	-2%	-33%	-4%	37%[activator]	-52*	13%	2%	i
CCCCn1c(=O)nc2n(-c3ccc(OC)cc3)c3ccccc3cc-2c1=O	-4%	-11%	i	2%	2%	-11	9%	2%	i
O=C(c1ccco1)N(Cc1ccccc1)c1cccc([N+](=O)[O-])c1	7%	13%	i	15%	20%	-4	-10%	2%	i
CCOc1ccc(CN2CCN(c3ncnc4scc(-c5ccccc5)c34)CC2)cc1	16%	-25%	-28%	9%	13%	-25	-2%	-4%	i
CN(c1ccccc1)S(=O)(=O)c1ccc(NC(=S)NC(=O)C2CC2)cc1	-26%	18µM*	-9%	-2%	?	?	-14%	1%	i
Cc1cc(C)c(C#N)c(N2CCN(c3ccccc3F)CC2)n1	12%	?	-28%	0%	-14%	104	-21%	-11%	i
O=C(Cn1cnnn1)Nc1cccc(S(=O)(=O)N2CCCCC2)c1	6%	4%	i	1%	-1%	16	-6%	9%	i
CCn1c(SCC(=O)Nc2ccccc2)nc2ccccc2c1=O	3%	2%	-24%	3%	10%	4	19%	1%	i
CCc1nc(Nc2cccc(F)c2)c2oc3ccccc3c2n1	2%	-2%	-12%	24%	?	10	-28%	0%	i
COc1ccc(OCCN2CCC(C(=O)NC(c3ccc(Cl)cc3)c3ncccc3C)CC2)cc1 (configuration not stated)	14%	12%	i	-3%	?	-73*	-6%	1%	i
Cc1ccc(N2CCN(C(=O)NC3CCCCC3)CC2C)cc1 (configuration not stated)	-8%	4%	-14%	4%	?	-16	-5%	17%	i
CCC/C(O)=C1\C(=O)CCCC1=NCCc1c(C)[nH]c2ccc(C)cc12	1%	-1%	-6%	10%	?	-14	13%	-4%	i
CC(C)CCCN1C(N(C)C)=NC[C@@H]1C	-16%	-6%	3%	1%	-8%	-16	-1%	-2%	i
COC(=O)Cc1c(C)c2ccc(OC(=O)c3ccccc3)cc2oc1=O	35%	-27%	i	-12%	0%	11	-21%	-7%	i
CCN(C(C)=O)c1nnc(CSc2nc3ccccc3s2)s1	-9%	28%	i	5%	8%	11	-14%	1%	i
Cc1ccc(N(C(=O)c2cccs2)C2C=CS(=O)(=O)C2)cc1 (configuration not stated)	-20%	13%	i	1%	10%	?	-18%	-7%	i
Cc1onc(-c2c(Cl)cccc2Cl)c1C(=O)Nc1ccc(Cl)cn1	39%	20%	i	10%	1.8µM*	-28	-12%	26%	i
O=C1CSC(=S)N1/N=C/c1ccc2c(c1)OCCO2	43%	-14%	i	1%	10%	86	-23%	-8%	i
Cc1nn(CC(=O)NCc2ccc(N(C)C)cc2)c(=O)c2nn(-c3ccccc3)c(C)c12	2%	12%	i	/	-26%	/	-7%	/	/
O=C(c1cc2ccc3cccnc3c2[nH]1)N1CCCCC1	1%	4%	-92%[inhibitor]	/	6.3µM*	/	-24%	/	/
Cc1ccc(OCCCC(=O)Nc2ccc(S(=O)(=O)N3CCOCC3)cc2)cc1	8%	12%	-37%[inhibitor]	-4%	?	2	20%	-3%	i
O=C(COC(=O)CNC(=O)c1cccc([N+](=O)[O-])c1)NCc1ccco1	16%	-1%	i	-10%	4%[0.307 µM]	11	7%	-3%	i
COc1ccc(-c2c(C)oc3c(CN4CCCC(C)C4)c(O)ccc3c2=O)cc1OC (configuration not stated)	10%	-21%	-7%	16%	-2%	6	-5%	1%	i
CC[C@H]1O[C@H](C)CC2=C1C(=O)OC(C)(C)O2	-11%	5%	-8%	11%	20%	15	-4%	-10%	i
Cc1ccccc1Cn1c(C(C)O)nc2ccccc21 (configuration not stated)	6%	18%	-18%[57.5 µM]	-10%	-32%	12	13%	7%	i

# A second format for two compounds above:
# Results follow in this order: FUS suppressor	TDP43 rescue	PTHR1 ag	GLP-1R agonist	GLP1R inv ag	D3 antag	Abeta yeast res	aSyn yeast inh	Akt phos inh
> Cc1nn(CC(=O)NCc2ccc(N(C)C)cc2)c(=O)c2nn(-c3ccccc3)c(C)c12
  2%	12%	i	/	-26%	/	-7%	/	/
> O=C(c1cc2ccc3cccnc3c2[nH]1)N1CCCCC1
  1%	4%	-92%[inhibitor]	/	6.3µM*	/	-24%	/	/

# Remaining list, next part.
Molecule	FUS suppressor	TDP43 rescue	PTHR1 ag	GLP-1R agonist	GLP1R inv ag	D3 antag	Abeta yeast res	aSyn yeast inh	Akt phos inh
CC(C)C[C@@H](CO)N1CCNCCC1=O	-6%	11%	-11%	-3%	11%	17	11%	-1%	i
CC(=O)Nc1cccc(NC(=S)Nc2ccc(F)c(Cl)c2)c1	3%	-9%	-21%	-5%	?	0	-11%	-10%	i
CC12CCC(=O)N1C(C(=O)Nc1nc3c(F)cc(F)cc3s1)CS2 (configuration not stated)	38%	-3%	i	0%	?	0	11%	5%	i
CN1CCN(C(c2cccnc2)c2ccc3cccnc3c2O)CC1 (configuration not stated)	-25%	6%	i	18%	2%	?	-23%	-17%	i
O=C1CC(N2CCSCC2)C(=O)N1c1cccc(Br)c1 (configuration not stated)	16%	5%	i	6%	1%	2	-21%	-77%[inhibitor]	i
Nc1nc(Nc2ccccc2F)nc(NCc2ccccc2)c1[N+](=O)[O-]	15%	-4%	-2%	21%	9%	0	-1%	-9%	i
CCc1ccc(-n2c(=O)c3c(C)c(C(=O)N(C)C)sc3n(CC(=O)Nc3cc(Cl)ccc3C)c2=O)cc1	7%	0%	?	/	3%	/	-33%	/	/
O=C(COC(=O)C1CC(O)CN1S(=O)(=O)c1ccc(Cl)cc1)c1ccccc1 (configuration not stated)	/	-6%	i	-2%	1%	11	0%	6%	i
COc1ccc(CNS(=O)(=O)NCc2ccc(C)cc2)cc1	8%	-7%[9.22 µM]	i	0%	2%	11	9%	4%	i
